# BLM helicase inh: blocks DNA unwinding by human BLM helicase | P54132 | recombinant BLM DNA unwinding, fluorescence dequenching | Potency, µM (titrated, usually from 56.1 µM), without a hit: top-dose activity change, negative = inhibition, most hits filed as inhibitors | 0.2% of 350,000 active;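 note: potency is the fitted concentration of half-maximal effect; plate controls were vehicle for no effect and no enzyme for full effect; nearly all actives have a fitted effect of over 35% in size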
# Pol kappa inh: inhibitors of human DNA polymerase kappa; Potency, µM (series often up to 107 µM), inactives show at the top dose activity, negative = inhibition, most hits filed as inhibitors; purified Pol kappa, fluorescent DNA synthesis assay, 10 min; 0.53% of 400,000 active; AID 588579; note: potency is the fitted concentration of half-maximal effect; % is set by controls: 0 for no effect and ±100 for the full control effect
#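 50 nM final substrate added after 15 min RT preincubation of 10 nM Pol kappa with compound; fluorescence read at 0 and 10 min.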
# ERG-DNA inh: blocks human ERG Ets domain binding to DNA | P11308 | fluorescence polarization, His-ERG Ets domain / labelled DNA | Potency, µM (highest dose often 76.9 µM), without a hit: top-dose FP activity, negative = inhibition, hits mostly inhibitors | 0.028% of 370,000 active; active = well fitted inhibition curve with a large enough effect in the polarisation, with a control signal flat; inconclusive = small, poorly fitted or top-dose-only effect, or effect the other way, or a change in a side signal; inactive = no such curve, though single readings can be large or run the other way; the % refers to the polarisation;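 note: polarization taken with two DNA probes labelled with fluorescein and Texas red; potency is the fitted concentration of half-maximal effect; % of control where 0% means no effect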
#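 His-tagged ERG Ets domain (1 uM in the protein solution; 300mM KCl, 50mM Tris-HCl, 1mM EDTA, 1mM DTT, pH 7.5) received compound, then a probe mix of 5 nM fluorescein-DNA and 100nM Texas-615-DNA. Fluorescence polarization was read for both dyes.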
# Pol iota inh: inhibitors of human DNA polymerase iota. Q9UNA4. AID 588590. 1% of 390,000 active. Potency, µM (doses to about 115 µM), for the others: at the highest dose activity, negative = inhibition, hits mostly inhibitors. Pol iota fluorescent replication assay, 10 min; note: potency is the fitted concentration of half-maximal effect
#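 Pol iota at 10 nM preincubated 15 min with compounds at room temperature; reaction started with fluorescent substrate, 50 nM final. Fluorescence read kinetically at 0 and 10 min; buffer-only wells as negative control.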
# Pol beta inh: DNA polymerase beta (human) inhibition | P06746 | Pol beta primer extension/strand displacement, fluorescence kinetic | Potency, µM (series often up to 114 µM), for inactives: at the top dose activity change, negative = inhibition, usual class: inhibitors | 1.3% of 340,000 active | AID 485314; note: potency is the fitted concentration of half-maximal effect; % is set by controls: 0 for no effect and ±100 for the full control effect
#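 Pol beta (10 nM) and compounds were preincubated 15 min at room temperature, then 50 nM substrate (final) started primer extension/strand displacement. Reads were taken at 0 and 10 min; concentration-response data were fitted to a four-parameter Hill equation.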
# APEX1 inh: blocks human APE1 abasic DNA cleavage. P27695. recombinant APE1, TAMRA/BHQ-2 abasic DNA cleavage fluorescence. Potency, µM (doses to about 65.8 µM), for the others: top-dose activity change, negative = inhibition, actives largely listed as inhibitors. 0.35% of 350,000 active. AID 2517;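 note: potency is the fitted concentration of half-maximal effect; plate controls were vehicle for no effect and reference inhibitor for full effect; nearly all actives have a fitted effect of over 55% in size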
# Target sequence (P27695 whole entry, looked up): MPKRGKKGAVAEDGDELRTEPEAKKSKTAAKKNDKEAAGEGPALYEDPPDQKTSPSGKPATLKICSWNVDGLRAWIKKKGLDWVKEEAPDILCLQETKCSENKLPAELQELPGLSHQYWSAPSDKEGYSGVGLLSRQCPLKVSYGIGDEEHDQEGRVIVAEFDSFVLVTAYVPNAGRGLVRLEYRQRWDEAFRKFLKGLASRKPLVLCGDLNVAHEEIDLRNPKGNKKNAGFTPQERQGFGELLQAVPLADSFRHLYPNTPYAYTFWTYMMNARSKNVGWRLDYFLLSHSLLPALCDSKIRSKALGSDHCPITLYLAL
#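 Kinetic fluorescence read (525 ex/598 em nm, three reads 60 s apart) of AP-site incision; signal = third minus first read. Enzyme 0.75 nM, dual-labelled THF duplex 50 nM, compound preincubation 15 min RT.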
# 12-LOX inh: inhibitors of human 12S-lipoxygenase ALOX12; P18054; purified 12hLO, xylenol orange hydroperoxide absorbance; Potency, µM (doses to about 108 µM), inactives show at the highest dose activity change, negative = inhibition, hits mostly inhibitors; 1.1% of 580,000 active; AID 1671190; note: potency is the fitted concentration of half-maximal effect; % is set by controls: 0 for no effect and ±100 for the full control effect
# Target sequence (P18054 whole entry, looked up): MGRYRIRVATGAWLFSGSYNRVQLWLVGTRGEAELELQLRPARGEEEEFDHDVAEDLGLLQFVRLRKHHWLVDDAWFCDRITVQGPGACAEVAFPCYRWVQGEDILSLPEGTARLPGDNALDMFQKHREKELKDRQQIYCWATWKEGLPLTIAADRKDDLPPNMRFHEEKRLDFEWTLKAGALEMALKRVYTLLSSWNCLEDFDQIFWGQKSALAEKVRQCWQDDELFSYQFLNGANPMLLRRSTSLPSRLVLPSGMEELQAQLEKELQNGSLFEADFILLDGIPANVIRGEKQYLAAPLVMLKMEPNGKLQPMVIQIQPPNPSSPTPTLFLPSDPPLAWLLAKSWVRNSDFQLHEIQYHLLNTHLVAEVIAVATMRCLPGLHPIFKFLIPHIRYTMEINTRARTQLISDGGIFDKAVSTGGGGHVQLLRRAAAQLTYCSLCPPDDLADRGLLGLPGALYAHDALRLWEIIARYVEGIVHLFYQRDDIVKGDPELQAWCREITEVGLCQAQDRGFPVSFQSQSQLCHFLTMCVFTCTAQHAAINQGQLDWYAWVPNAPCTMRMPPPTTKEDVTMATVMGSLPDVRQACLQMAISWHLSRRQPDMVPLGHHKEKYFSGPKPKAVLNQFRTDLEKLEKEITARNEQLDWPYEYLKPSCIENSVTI
#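 Hydroperoxide product was detected by ferrous iron/xylenol orange as the 573 to 405 nm absorbance ratio. Arachidonic acid at 40 uM (final) was turned over for 30 min at room temperature by 150 nM human 12hLO, pH 7.0 Hepes buffer, after 15 min compound preincubation.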
# Apoferritin bind: candidate novel general anesthetic via apoferritin binding; AID 485281; apoferritin/1-aminoanthracene competitive binding, fluorescence; P02791; Potency, µM (doses to about 77.5 µM), without a hit: at the top dose activity change, negative = displacement, actives largely listed as inhibitors; 0.074% of 350,000 active; note: potency is the fitted concentration of half-maximal effect; % is set by controls: 0 for no effect and ±100 for the full control effect; nearly all actives have a fitted effect of over 20% in size
#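 In PBS, apoferritin at 10 uM is loaded with 1-AMA from a 50% saturated solution. After 10 min of compound exposure at ambient temperature, reduced 535 nm fluorescence indicates probe displacement.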
# TRHR agonist: agonists of human TRH receptor; P34981; TRHR cells, calcium flux fluo-8, FDSS agonist mode; activation, % at 2 µM; 0.18% of 360,000 active; AID 493084; in the data active = activation above about 30%; note: 0% is about no effect
#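 Fluo-8-loaded TRHR cells; 10 s baseline, compound added, kinetic Ca2+ fluorescence read 1/s, agonist mode.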
# * hit, by the source's call; ? = inconclusive; / = no result given; [ ] = another dose, or the depositor's remark. Unless noted, calls come from the whole dose curve; as a rule, active = well fitted curve in the direction sought with a large enough effect; inconclusive = small, poorly fitted or top-dose-only effect, or another doubt; inactive = no such curve, though single readings can be large; an effect the other way counts as inactive or inconclusive. Only part of the results is shown; the hit share may differ from the screen's.
SMILES,BLM helicase inh,Pol kappa inh,ERG-DNA inh,Pol iota inh,Pol beta inh,APEX1 inh,12-LOX inh,Apoferritin bind,TRHR agonist
COc1ccc(Br)cc1/C=N/n1nnnc1N,-7%,-2%,-2%,?,-14%,45%,-2%,-4%,-2.0
Cn1c(=NC(=O)c2ccc(S(=O)(=O)N3CCCc4ccccc43)cc2)sc2cc(F)ccc21,-2%,-24%,-1%,-13%,-19%,/,-11%,-6%,0.5
O=C(CSc1nnc(C2COc3ccccc3O2)o1)N1CCCc2ccccc21 (stereo not given),-5%,-2%,-5%,6%,-14%,-1%,24%,-4%,-0.2
O=C(O)Cn1c(=O)c2c3c(sc2n(Cc2ccccc2)c1=O)CCCC3,-2%,3%,-3%,44%,-24%,12%,-3%,-15%,4.5
Cc1ccc(-c2ccc(CCC(=O)O)n2-c2ccc(C(C)C)cc2)cc1,-5%,-3%,2%,17%,-22%,/,?,-10%,0.2
O=C(COC(=O)C1CCN(S(=O)(=O)c2cccs2)CC1)Nc1ccccc1Br,-4%,2%,-6%,10%,10%,-3%,13%,3%,0.5
O=C(COc1ccccc1)N1CCN=C1c1ccccc1,-3%,-3%,-7%,6%,4%,-4%,0%,3%,0.5
Nc1ccc(Nc2ccccc2)c(Cl)c1,-4%,2%,-6%,-1%,16%,-2%,-12%,7.9µM*,-0.7
CCOC(=O)COc1ccccc1/C=C1\NC(=O)NC1=O,-5%,-5%,0%,25%,30%,6%,-15%,-6%,-0.9
CCOC(=O)N/N=C\C=C\c1ccc2c(c1)OCO2,3%,4%,-1%,-20%,13%,3%,0%,-2%,0.0
CCn1c(CN2CCOCC2)nc2cc(NC(=O)c3cc(OC)c(OC)c(OC)c3)ccc21,-1%,-1%,-10%,-10%,7%,/,-7%,-7%,0.0
O=S(=O)(c1ccc(F)cc1)N1CCN=C1SCc1cccc(F)c1,-4%,-7%,13%,-7%,4%,10%,0%,-5%,0.1
CC(NC(=O)c1cc(-c2cccnc2)nc2ccc(Br)cc12)C1CCCO1 (stereo not given),-4%,0%,-4%,26%,-12%,0%,2%,-1%,0.0
COc1ccc(N2CCN(C(=O)COC(=O)CCc3ccccc3OC)CC2)cc1,/,-1%,7%,25%,/,1%,-26%,/,-1.0
O=C(NCc1cccs1)C1CCCN1C(=O)NC1CCCCC1 (stereo not given),-1%,4%,-4%,-17%,5%,0%,-30%,-9%,0.0
CCOC(=O)c1c(S(=O)(=O)NCc2ccc(OC)cc2)c(C)n(C)c1C,3%,2%,11%,13%,-1%,10%,-6%,-10%,-0.2
COc1ccc2c(c1)OC[C@H]1[C@H]2N2C(=O)c3ccc(C)cc3NC(=O)[C@@]2(C)[C@H]1c1ccccc1,/,6%,16%,0%,/,20%,3%,/,/
COc1ccc(N2CCN(C(=O)CN3C(=O)NC(c4ccc(OC)cc4)(c4ccc(OC)cc4)C3=O)CC2)cc1,-8%,-13%,0%,13%,57%,-2%,-6%,-1%,0.8
COCc1cc(=O)n2[nH]c(-c3ccccc3)cc2n1,-3%,-1%,5%,3%,3%,15%,3%,-11%,0.5
O=c1[nH]cc(C(F)(F)F)cc1NS(=O)(=O)c1ccccc1[N+](=O)[O-],-4%,-19%,6%,168%[activator],-12%,-8%,?,-13%,-0.1
CCOC(=O)c1cc(-c2ccccc2)nn1Cc1ccccc1,-5%,-8%,0%,8%,?,/,?,-8%,0.7
O=C(Nc1ccccc1NC(=O)c1ccco1)c1ccco1,8%,-2%,-5%,20%,-2%,1%,?,-5%,-0.6
Cc1cccc(NC(=O)Cn2c(=O)n(Cc3ccccc3)c(=O)c3oc4ccccc4c32)c1C,-7%,4%,-2%,40%[activator],0%,/,-9%,1%,0.1
CN(Cc1cccc(Cl)c1)C(=O)C1CSC2(C)CCC(=O)N12 (stereo not given),-3%,3%,0%,34%[activator],77%,-6%,-10%,-12%,0.1
N#C/C(=C\C=C\c1ccccc1)C(=O)N1CCCC1,-6%,1%,4%,-16%,17%,-17%,-13%,-5%,-1.6
COc1ccc(C(=O)CCC(=O)NCCc2c[nH]c3ccccc23)cc1OC,-4%,-1%,13%,15%,31%,65%[activator],-2%,1%,0.2
CCOc1cc2[nH]c(=S)n(CCCN(CC)CC)c(=O)c2cc1OCC,8%,-17%,-4%,-4%,6%,1%,-12%,-2%,-0.8
Cc1ccc(S(=O)(=O)N(C)C[C@@H]2Oc3ccc(NC(=O)Nc4cccc5ccccc45)cc3C(=O)N([C@H](C)CO)C[C@H]2C)cc1,/,-1%,-10%,15%,/,-14%,-15%,/,/
COC(=O)C(Cc1ccc(O)cc1)NC(=O)CCOc1ccc(OC)cc1 (stereo not given),-4%,2%,-5%,9%,36%,21%,0%,-7%,1.8
FC(F)(F)c1ccccc1-c1ccc2ncnc(NCCN3CCOCC3)c2c1,3%,7%[60.1 µM],/,/,/,-1%,?,/,/

# Apoferritin bind, entries above that show a hit
SMILES,BLM helicase inh,Pol kappa inh,ERG-DNA inh,Pol iota inh,Pol beta inh,APEX1 inh,12-LOX inh,Apoferritin bind,TRHR agonist
Nc1ccc(Nc2ccccc2)c(Cl)c1,-4%,2%,-6%,-1%,16%,-2%,-12%,7.9µM*,-0.7

# (more compounds)
SMILES,BLM helicase inh,Pol kappa inh,ERG-DNA inh,Pol iota inh,Pol beta inh,APEX1 inh,12-LOX inh,Apoferritin bind,TRHR agonist
Cc1c(-c2nc(-c3ccccc3)no2)nnn1-c1ccc(F)c(Cl)c1,-2%,23%,-3%,4%,21%,/,-5%,9%,0.5
CCN(/N=C/c1ccc(N(C)C)cc1)c1nc2ccccc2[nH]1,2%,0%,-2%,0%,24%,4%,-23%,8%,0.0
CCOC(=O)c1ccccc1NC(=O)COC(=O)CCNS(=O)(=O)c1ccccc1,-4%,1%,0%,30%,1%,-13%,390%[activator],-12%,-1.2
COc1cccc(/C=N/n2c(-c3cc(C)[nH]n3)n[nH]c2=S)c1O,1%,-30%,-3%,23%,53%,9%,2%,-9%,0.0
COc1cc(C)ccc1Oc1ccc([N+](=O)[O-])cc1,/,-2%,-17%,-10%,/,/,-15%,/,/
COc1cccc(CNC(=O)C2CCN(c3nc4ccc(Cl)cc4[nH]3)CC2)c1,-1%,-7%[60.1 µM],12%,14%,5%,/,?,7%,-0.4
O=S(=O)(c1cccc(S(=O)(=O)N2CCC(N3CCCCC3)CC2)c1)N1CCOCC1,-1%,/,/,/,34%,9%,/,-9%,0.2
Cn1c(-n2cccc2)c(-c2c(-c3ccccc3)[nH]c3c2c(=O)n(C)c(=O)n3C)c(=O)n(C)c1=O,0%,-19%,-1%,8%,5%,/,-4%,39%,-1.0
NS(=O)(=O)c1ccc(CCNC(=O)c2cc(-c3cc(Cl)ccc3O)n[nH]2)cc1,-5%,-19%,3%,-3%,0%,-10%,13%,56%[activator],1.2
CN(C)CCn1c2c(c(SCC(=O)Nc3ccc(F)cc3F)nc1=O)CCC2,3%,-2%[60.1 µM],-2%,3%,-15%,/,-9%,-6%,0.3
O=C(O)C1CCCCN1S(=O)(=O)c1cccc2nsnc12 (stereo not given),-3%,-1%,/,2%,18%,3%,/,-5%,0.6
CCCC(=O)N(c1ccc2oc3c(c2c1)CCCC3)S(=O)(=O)c1cc(C)ccc1C,-6%,-2%,-7%,-3%,-25%,/,0%,4%,0.6
CC(C)Cn1c(SCC(=O)Nc2cccnc2Cl)nnc1-c1ccco1,/,4%,-1%,-6%,/,15%,-15%,/,/
Cc1ccc2nc(Cl)c(/C=N/n3c(C)nnc3C)cc2c1,-2%,-4%,-7%,74%[activator],56%,3%,12%,-5%,-1.2
Cn1c(/C=N/O)nc2ccccc21,4%,-7%,-16%,4%,26%,11%,1%,6%,0.6
O=C(CCl)N1c2ccccc2SCC1c1ccccc1 (stereo not given),-2%,2%,-1%,-2%,-13%,46%[activator],20µM*,-8%,-0.7
CCOc1ccc2[nH]c(C)c(CN3CCCCCC3)c(=O)c2c1,-5%,-5%,-2%,161%[activator],-12%,0%,-4%,-6%,-0.2
C[C@H](NC(=O)COc1ccc(Cl)cc1)C(=O)N1CCC2(CC1)NCCc1[nH]cnc12,3%,-14%,3%,49%[activator],22%,6%,-8%,-6%,0.7
CCc1ccccc1NC(=O)Cn1ncc2c(C)n(Cc3ccccc3F)c(C)c2c1=O,-2%,-5%,-10%,49%[activator],8%,/,3%,-2%,0.6
CCCN(Cc1nc(-c2ccc(Cl)cc2)no1)CC1CCCO1 (stereo not given),-5%,6%,1%,14%,-22%,1%,-1%,-11%,0.6
O=C(/C=C/c1cccs1)NC(=S)NNC(=O)c1ccccc1O,-4%,-13%,-5%,27%,27%,?,?,?,3.0
COc1ccc(CN(C(=O)c2oc3cc(C)c(C)cc3c2C)C2CCS(=O)(=O)C2)cc1OC (stereo not given),-8%,-12%,-5%,2%,16%,-15%,343%[activator],-16%,-0.2
CC(C)(CN1CCCC1)NS(=O)(=O)c1ccccc1,-2%,-12%,-6%,16%,26%,-17%,6%,-7%,-1.0
Brc1ccc(-c2nnc3ccc(N4CCN(c5ccccc5)CC4)nn23)cc1,-8%,-9%,-16%,16%,0%,3%,/,-11%,0.0

# In the list so far, these contain a thiophene ring, fused or not:
SMILES,BLM helicase inh,Pol kappa inh,ERG-DNA inh,Pol iota inh,Pol beta inh,APEX1 inh,12-LOX inh,Apoferritin bind,TRHR agonist
O=C(O)Cn1c(=O)c2c3c(sc2n(Cc2ccccc2)c1=O)CCCC3,-2%,3%,-3%,44%,-24%,12%,-3%,-15%,4.5
O=C(COC(=O)C1CCN(S(=O)(=O)c2cccs2)CC1)Nc1ccccc1Br,-4%,2%,-6%,10%,10%,-3%,13%,3%,0.5
O=C(NCc1cccs1)C1CCCN1C(=O)NC1CCCCC1 (stereo not given),-1%,4%,-4%,-17%,5%,0%,-30%,-9%,0.0
O=C(/C=C/c1cccs1)NC(=S)NNC(=O)c1ccccc1O,-4%,-13%,-5%,27%,27%,?,?,?,3.0
